High-throughput results from PubChem BioAssay.
SRC1 TRFRET art: TR-FRET detection interference compounds, primary screen, artefact control for PPARgamma SRC-1 recruitment agonists, biochemical, TR-FRET emission ratio. TR-FRET detection artefact counter-screen; hits give high values. TR-FRET ratio at 8 µM. 99,000 tested, 0.34% active. AID 1051, 2008; in the data active = TR-FRET ratio above about 2300; also: inactives centre near 1800
SRC3 TRFRET art: TR-FRET detection interference compounds, artefact control for PPARgamma SRC-3 recruitment agonists, biochemical, TR-FRET ratio | TR-FRET artefact counter-screen, PPARgamma/SRC-3 format; hits give high values | TR-FRET ratio at 8 µM | 99,000 tested, 0.39% active; in the data active = TR-FRET ratio above about 2000; also: inactives centre near 1600
* hit, by the source's call.

smiles	SRC1 TRFRET art	SRC3 TRFRET art
Cc1cccc2sc(NNC(=O)c3ccc4c(c3)OCCO4)nc12	1896	1547
Cn1cc(CN2CCN(Cc3ccccc3)CC2)c(-c2cccc(Cl)c2)n1	1735	1792
NC(=O)/C(=C/c1ccc2c(c1)OCO2)NC(=O)c1ccco1	1907	1598
O=C(CCCCn1c(=O)[nH]c2ccccc2c1=O)NC1CCN(Cc2ccccc2)CC1	1722	1723
O=C(c1ccccc1)c1c(O)cc(-c2ccccc2)oc1=O	2012	1558
CCn1cc(CN(C)C(=O)/C=C/c2ccc([N+](=O)[O-])cc2)c(C)n1	1572	1535
COc1ccc(C2C(C(C)=O)=C(O)C(=O)N2CCc2c[nH]c3ccccc23)cc1 (centres undefined)	1654	1660
CCOc1cc(NC(=O)c2cccs2)c(OCC)cc1NC(=O)c1cccnc1	1732	1696
O=C(N/N=C/c1cc(Br)cs1)c1ccccc1[N+](=O)[O-]	1870	1579
O=C(CN1CCCC1)Nc1ccc([N+](=O)[O-])cc1	1641	1484
CCN(C(=O)COC(=O)c1cccnc1Nc1cccc(C(F)(F)F)c1)C1CCS(=O)(=O)C1 (centres undefined)	1633	1554
CCOc1ncccc1C(=O)OCC(=O)Nc1ccc(C)c(S(=O)(=O)N(C)C)c1	1624	1619
FC(F)(F)c1cnc(Oc2cccc3ccccc23)c(Cl)c1	1729	1407
COc1ccc(C(=O)Nc2ccc(N3CCN(C(=O)C(C)C)CC3)cc2)cc1[N+](=O)[O-]	2004	1577
Cc1ccc(Cn2ccc(NC(=O)c3noc4c3CCCCC4)n2)cc1	1501	1576
O=C(OCC(=O)C12CC3CC(CC(C3)C1)C2)c1cccnc1	1725	1557
C=CCc1ccccc1OCC(O)CN1CCN(CCN2C(=O)c3cccc4cccc(c34)C2=O)CC1 (centres undefined)	1837	1660
CCOC(=O)N1CCN(C(=O)c2nn(-c3ccc(C)cc3)c(=O)c3c2c2ccccc2n3C)CC1	1929	1561
CC(NC(=O)Cc1ccc(F)cc1)c1ccc(F)cc1 (centres undefined)	1581	1570
O=C(c1ccco1)N(Cc1ccccc1)Cc1ccccn1	1726	1592
O=C(ONC1=NCCCCC1)c1ccc([N+](=O)[O-])cc1	1979	1745
CCSc1nnc(NC(=O)C2CCN(S(=O)(=O)c3c(C)c(C)cc(C)c3C)CC2)s1	1817	1811
O=C(Nc1ccc2c(c1)OCO2)C1CCN(C(=O)c2ccc(Cl)cc2)CC1	1767	1695
CCOC(=O)c1cc(CC)sc1NC(=O)COc1ccc2c(C)cc(=O)oc2c1	1526	1414
Cc1ccc(S(=O)(=O)N(C)C)cc1-n1c(SCC(=O)N(C)C)nc2ccccc2c1=O	1995	1794
O=C(Nc1ccc(Cl)c([N+](=O)[O-])c1)C(NCCCO)c1ccccc1 (centres undefined)	1813	1684
CC(=O)Nc1ccc(S(=O)(=O)Nc2nc3ccccc3nc2N2CCc3ccccc3C2)cc1	1759	1642
O=C(CCl)c1ccc2c(c1)CCN2C(=O)C1CCCCC1	1846	1691
Cc1ccc(S(=O)(=O)N/N=C/c2cccs2)cc1	2105	1834
CCOc1ccc(N2C(=O)CC(NCCc3c[nH]c4ccccc34)C2=O)cc1 (centres undefined)	1655	1422
Cc1ccc(CNC(=O)N2CCN(C)CC2)cc1	1603	1445
Cc1c(-c2csc(N)n2)cnn1C	1660	1347
CC(=O)NCC1CCCN(Cc2cn(-c3ccccc3)nc2-c2ccc3c(c2)OCO3)C1 (centres undefined)	1821	1423
O=C(CSc1nnc(COc2ccc(Cl)cc2)o1)N1CCOCC1	1696	1642
CCn1c(C)cc(/C=C2/SC(=S)N(CC(=O)O)C2=O)c1C	1786	1674
O=C(NC(=S)Nc1ccc2ncccc2c1)c1ccccc1	1996	1590
O=C(Nc1nnc(C2=COCCO2)o1)c1ccc(S(=O)(=O)N2CCCCC2)cc1	1683	1640
COC(=O)CN1C(C)=Nc2ccc(C)cc2C1c1ccccc1 (centres undefined)	1589	1608
O=C(O)c1cc(N2N=C(C(F)(F)F)/C(=C/C=C/c3ccco3)C2=O)ccc1Cl	1868	1426
O=C(NCc1ccco1)c1ccc(F)c(S(=O)(=O)N2CCCCC2)c1	1762	1404
CCOC(=O)c1sc2nc(-c3ccccc3)ccc2c1N	1870	1432
C(#Cc1ccccc1)C[N+]1(CC#Cc2cccc3ccccc23)CCCC1	1939	1649
O=C(Nc1cccc(Cl)c1)Nc1ccccc1-n1ccnc1	2105	1471
O=C(NNC(=S)Nc1ccc(OC(F)F)cc1)c1cc2c(s1)CCCC2	1910	1648
O=C(N/N=C/c1cc(Br)ccc1O)C(c1ccncc1)N1CCOCC1 (centres undefined)	1719	1440
CC(NC(=O)Cn1cc2c(n1)CCCCC2)c1ccccc1 (centres undefined)	1798	1433
Cc1cc(N2CCCCC2)nc2ccccc12	2029	1515
O=C(/C=C/c1cccs1)NCc1ccccc1	1721	1539
O=C(Nc1ccc2c(c1)OCO2)c1ccc(N2CCCC2)c([N+](=O)[O-])c1	1785	1679
N#C/C(=C\C1=C(N2CCOCC2)C(=C\c2ccccc2)/CC1)C(=O)Nc1ccccc1F	1895	1850
COC(=O)c1ccccc1NC(=O)N1CCN(c2ccccc2)CC1	1835	1538
O=C(Nc1nc2cc3c(cc2s1)OCO3)C1=COCCO1	1922	1539
O=C(CO/N=C/c1ccc2c(c1)OCO2)Nc1cccc(Br)c1	1530	1543
CC(C)C(c1nnnn1CCc1ccccc1)N1CCC(C(N)=O)CC1 (centres undefined)	2047	1606
O=[N+]([O-])c1ccc(COc2ccc(Br)cc2CN2CCOCC2)cc1	1772	1486
O=C(Cn1cnc2cc([N+](=O)[O-])ccc2c1=O)NC1CCS(=O)(=O)C1 (centres undefined)	1814	1415
Cc1c(CN2CCCCC2)c(O)n(CCO)c(=O)c1C#N	1665	1365
O=C(Nc1ccccc1)c1ccc2snnc2c1	1908	1529
C=CCNC(=O)CN1C(=O)C2C3c4ccccc4C(c4ccccc43)C2C1=O (centres undefined)	1701	1546
CCn1ncc(CN2CCCC(C(=O)c3cccc(OC(C)C)c3)C2)c1C (centres undefined)	1377	1374

Some of the entries so far, field by field.
O=C(Nc1ccc2c(c1)OCO2)c1ccc(N2CCCC2)c([N+](=O)[O-])c1
  SRC1 TRFRET art: 1785; SRC3 TRFRET art: 1679
N#C/C(=C\C1=C(N2CCOCC2)C(=C\c2ccccc2)/CC1)C(=O)Nc1ccccc1F
  SRC1 TRFRET art: 1895; SRC3 TRFRET art: 1850
COC(=O)c1ccccc1NC(=O)N1CCN(c2ccccc2)CC1
  SRC1 TRFRET art: 1835; SRC3 TRFRET art: 1538
O=C(Nc1nc2cc3c(cc2s1)OCO3)C1=COCCO1
  SRC1 TRFRET art: 1922; SRC3 TRFRET art: 1539

Remaining list, next part.
smiles	SRC1 TRFRET art	SRC3 TRFRET art
CCOc1cc(/C=N\Nc2nc(Nc3ccccc3)nc(N3CCOCC3)n2)ccc1OC(=O)c1ccco1	1845	1626
COc1ccc(CCNC(=O)CCn2c(=O)oc3ccccc32)cc1OC	1717	1670
C=CCn1c(C(c2ccccc2)c2ccccc2)n[nH]c1=S	1614	1454
CC(C)(C)c1csc(NC(=O)Cc2cccs2)n1	2001	1614
Cc1cccc(C)c1NC(=O)CS(=O)CC(=O)NC1CCCc2ccccc21 (centres undefined)	2068	1559
CCOC(=O)/C(=N\Nc1cc(Cl)ccc1Cl)N1CCN(CC)CC1	1739	1483
CN(C(=O)COC(=O)CCc1c[nH]c2ccccc12)C(c1ccccc1)c1ccccc1	1761	1570
Cc1cc(NC(=O)c2cc(-c3ccccc3C)nc3ccccc23)no1	1798	1704
CSc1ccc(/C=C(/Sc2nnc(-c3ccccc3)o2)C(=O)O)cc1	1694	1380
COc1ccccc1CNC(=O)C(C)Sc1ccc(C)cc1 (centres undefined)	1809	1625
Cc1nn(C)c(C(=O)NNC(=S)NCC(C)C)c1Cl	1883	1669
O=[N+]([O-])c1cccc(/C=N/NC2=NCCCCC2)c1	1886	1625
COc1cccc(C(=O)NCC(=O)N/N=C/c2cccs2)c1	1565	1471
C[n+]1ccc(/C=N/Nc2nc(Cl)c(C#N)c(Cl)c2Cl)cc1	1675	1666
Cc1cc(Nc2cccc(F)c2)n2ncnc2n1	1778	1480
COc1cccc(NC(=O)Nc2ccc3c(c2)nc(C)n3C)c1	1750	1612
COc1ccc(S(=O)(=O)N(C)CC(=O)N2CCCC2)cc1Cl	2127	1496
COc1cc([N+](=O)[O-])ccc1NC(=O)CCCOc1cc(C)ccc1C	1815	1624
CC1CN(C(=O)c2ccccc2)C(=Nc2cccc(S(=O)(=O)N(C)C)c2)S1 (centres undefined)	1622	1405
Cc1ccc(S(=O)(=O)NCC(=O)N(CC(=O)NCc2ccco2)Cc2ccco2)cc1	1803	1646
Cc1cc(C)c(NC(=O)c2ccc(CNS(=O)(=O)c3cc(C(F)(F)F)ccc3Cl)cc2)c(C)c1	2217	1787
c1ccc2c(c1)COC(CN1CCCCC1)OC2	1663	1318
CCOc1ccc(NS(=O)(=O)c2cc(OCC(N)=O)c(C)cc2Cl)cc1	1858	1292
CC(C)N(CC(=O)Nc1ccc(Cl)cc1C(F)(F)F)C(=O)CCl	1747	1547
O=C(/C=C/c1ccc([N+](=O)[O-])cc1)NCCc1ccc(F)cc1	1741	1420
CCO[C@@H]1OC(C(=O)N2CCCCCCC2)=C[C@H](c2csc3ccccc23)[C@H]1CCCO	1850	1441
Cc1ccc(C(C(=O)NC2CCCC2)N2CCCCC2)cc1 (centres undefined)	1655	1617
CC(/C=C/c1ccccc1)=N\NC(=S)NC(C)C	1822	1763
CCN(C(=O)COC(=O)c1cc(S(=O)(=O)N2CCc3ccccc32)ccc1OC)C1CCS(=O)(=O)C1 (centres undefined)	1523	1547
Cc1cc(C(=O)O)ccc1-c1ccc(/C=C2\NC(=O)N(Cc3ccccc3Cl)C2=O)o1	1813	1545
COc1ccc(Cl)cc1NC(=S)Nc1cccnc1	2015	1784
O=c1c(-c2ccc(F)cc2)[n+]([O-])c2ccccc2n1OCc1ccccn1	1892	1566
O=C(CC1c2ccccc2Oc2ccccc21)Nc1ccccc1C(F)(F)F	1569	1530
Cc1ccccc1CN(C)CC(=O)Nc1c(C)cccc1C(C)C	1697	1421
S=C(Nc1ccc(Cl)cc1)Nc1cccc2cnccc12	1725	1626
N=c1c2c3c(sc2ncn1Cc1ccccc1)CCCC3	1748	1642
C1=C(c2ccccc2)Nc2ccccc2N=C1c1ccccc1	2023	1503
Cc1ccc(C)c(-n2c(SCC(=O)NC(C(=O)O)C(C)C)nnc2-c2cccc(Cl)c2)c1 (centres undefined)	1838	1714
O=C(Nc1cccc(F)c1)c1cccnc1NCCc1ccccc1	1682	1717
Cc1ccccc1Nc1cc(C(=O)NCc2ccco2)c2ccccc2n1	1649	1739
Cc1cc(N2CCN(S(=O)(=O)c3ccc4ccccc4c3)CC2)n2ncnc2n1	1845	1680
CN1CCN(NC(=O)c2cn(-c3ccccc3)nc2-c2cccc(Br)c2)CC1	1654	1500
Cn1c(CS/C(N)=N/N=C/c2ccccc2)c(Br)c(=O)n1-c1ccccc1	1988	1505
CN(C)CCNC(=O)/C=C/c1cn(-c2ccccc2)nc1-c1cc2ccccc2oc1=O	1962	1517
O=C(COc1ccc2c(c1)CCC2)NCc1ccc(Cl)cc1	1763	1641
CCOc1ccc(N(C(=O)CNS(=O)(=O)c2ccccc2)C(CC)C(=O)NCc2ccco2)cc1 (centres undefined)	1700	1617
Oc1ccccc1/C=N/n1cnn(Cc2ccccc2Cl)c1=S	1621	1587
CSc1ccccc1NC(=O)c1cc(CC(C)C)on1	2002	1653
CC(C)N(CCc1ccncc1)C(=S)Nc1ccc(F)c(Cl)c1	1689	1460
CCN(CCn1cccn1)C(=O)CCc1nnc(Cc2c[nH]c3ccccc23)o1	1804	1613
CC(C)CNS(=O)(=O)c1ccc(CC(C)C)cc1	1767	1648
CC1(C)C(=O)Nc2ccccc2N1C(=O)CSc1nc(-c2ccccc2)cs1	1806	1783
Cc1ccc2nc(N/N=C/c3ccccc3F)nc(-c3ccccc3)c2c1	1766	1434
Cc1c(Cl)c(=O)n2c(=O)c(Cl)c(C)n12	1865	1659
O=C(COC(=O)Cn1cnc2ccccc21)Nc1ccc2c(c1)C(=O)c1ccccc1C2=O	1883	1550
Cc1ccc(-c2cc(C(F)F)n3ncc(C(=O)Nc4cn(C)nc4C)c3n2)cc1	1726	1496
COc1ccc(C2C(CN3CCOCC3)C(=O)N2c2ccccc2)cc1 (centres undefined)	1711	1604
Nc1ccc2nc(SCC(=O)Nc3ccc(N4CCOCC4)c(Cl)c3)sc2c1	1764	1727
O=C(Cc1cccs1)N(c1ccc(F)cc1)C1(C(=O)NC2CCCCC2)CCCC1	1791	1671
Cc1ccc(CN2CCN(/N=C/c3sccc3C)CC2)c(C)c1	1900	1697

An excerpt of these results, field by field:
O=C(N/N=C/c1cc(Br)ccc1O)C(c1ccncc1)N1CCOCC1 (centres undefined)
  SRC1 TRFRET art: 1719; SRC3 TRFRET art: 1440

CN1CCN(NC(=O)c2cn(-c3ccccc3)nc2-c2cccc(Br)c2)CC1
  SRC1 TRFRET art: 1654; SRC3 TRFRET art: 1500

O=C(CC1c2ccccc2Oc2ccccc21)Nc1ccccc1C(F)(F)F
  SRC1 TRFRET art: 1569; SRC3 TRFRET art: 1530

O=C(Nc1ccc2c(c1)OCO2)C1CCN(C(=O)c2ccc(Cl)cc2)CC1
  SRC1 TRFRET art: 1767; SRC3 TRFRET art: 1695

This is a subset; count on the stated rates, not on these rows.
